E-sel inducer = E-selectin induction in HUVECs, primary screen, imaging, HUVEC, immunofluorescence imaging, single point; P16581; normalized: neutral wells 0, TNF-alpha wells 100; activation, % at 7.58 µM; actives 0.37% (n = 260,000); AID 686992, 2013;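 active means mean E-selectin-positive cell signal at least 10% of the positive control, reached in at least 60% of replicates, without over 20% cell loss; inconclusive means no rule given, readout overlaps actives, possibly toxicity-flagged; inactive means the rest, including those meeting only one limit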;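 further: in these data hits start at about 27%; measured in HUVEC primary endothelial cells; signal is the percent of cells scored E-selectin positive by PE staining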
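Read-out basis: % PE-positive cells; Test system: HUVEC primary endothelial cells; Technique: immunofluorescence imaging; Dosing: single-point compound dose.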
esBAF inh = Bmi1 luciferase reporter increase in mESCs, primary screen, esBAF inhibitor project, mouse ES cells, Bmi1 luciferase knock-in, single point; actives 2% (n = 350,000); 24 h; 100% = twice the neutral-well signal; reporter increase, % at 12.5 µM; AID 602393, 2012; in the data active means activation above about 40%; inconclusive means no clear call, values can overlap the other calls;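 further: 0% = median of the plate's neutral control wells and 100% = double that signal; a rise in the Bmi1 reporter signal indicates esBAF inhibition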
ARNT TACC3 PPI = disruptors of ARNT/TACC3 protein interaction, primary screen, biochemical, AlphaScreen, single concentration; Transforming acidic coiled-coil-containing protein 3 (Homo sapiens), Q9Y6A5; AlphaScreen His-ARNT PAS-B/GST-TACC3 binding, luminescence; TACC3 fragment carries E629A point mutation; inhibition, % at 9.99 µM; actives 0.66% (n = 390,000); AID 623870, 2012;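 active means mean inhibition of replicates at least 50% and at least half of replicates each reaching 50%; inconclusive means half or more replicates reach 50% but mean below 50%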;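 further: 0% = complete ARNT plus TACC3 wells and 100% = ARNT alone without TACC3; many hits fall short of the cut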
RAD52 anneal inh = RAD52 DNA annealing inhibitors, primary screen, biochemical, FRET, single point, set 2; actives 0.46% (n = 360,000); recombinant RAD52 DNA annealing, FRET fluorescence; inhibition, % at 18.7 µM;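 active means every replicate showing at least 50% inhibition; inconclusive means mean inhibition at least 50% but not in every replicate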
ERp5 block = inhibitors of ERp5-driven insulin aggregation, primary screen, biochemical, turbidity, absorbance 650 nm, single point; 90 min; AID 651711, 2012; actives 0.05% (n = 350,000); inhibition, % at 9.99 µM; Protein disulfide-isomerase A6 (Homo sapiens), Q15084;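 active means mean replicate inhibition above about 25%, with every replicate also reaching it, limit read from the data, passing the limit was not always enough; inconclusive means only one of those two criteria met; inactive means neither criterion met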
Target sequence (Q15084 whole entry, looked up): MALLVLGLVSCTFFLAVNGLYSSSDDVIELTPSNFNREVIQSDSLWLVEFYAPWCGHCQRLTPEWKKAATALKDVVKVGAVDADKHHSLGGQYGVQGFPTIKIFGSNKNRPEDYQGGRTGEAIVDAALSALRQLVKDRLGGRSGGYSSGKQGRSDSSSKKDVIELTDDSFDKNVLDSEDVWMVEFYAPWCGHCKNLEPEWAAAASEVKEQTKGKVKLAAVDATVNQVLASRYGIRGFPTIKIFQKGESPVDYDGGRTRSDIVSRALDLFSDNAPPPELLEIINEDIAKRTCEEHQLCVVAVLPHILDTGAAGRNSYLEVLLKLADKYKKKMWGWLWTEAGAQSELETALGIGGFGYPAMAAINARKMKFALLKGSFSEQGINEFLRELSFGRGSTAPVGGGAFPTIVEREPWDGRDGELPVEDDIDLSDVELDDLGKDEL
Casp6 inh = human caspase-6 inhibitors, primary screen, biochemical, VEID-R110 fluorescence, single point, set 2; P55212; purified caspase-6, Z-VEID-R110 cleavage fluorescence; inhibition, % at 12.5 µM; actives 0.53% (n = 350,000);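 active means mean inhibition across replicates at least about 35%, with every replicate also reaching that limit, limit read from the data; inconclusive means only one of the two criteria met; inactive means neither criterion met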;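 further: 0% = median of neutral control wells and 100% = no fluorescence left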
Target sequence (P55212 24-179 limits assumed): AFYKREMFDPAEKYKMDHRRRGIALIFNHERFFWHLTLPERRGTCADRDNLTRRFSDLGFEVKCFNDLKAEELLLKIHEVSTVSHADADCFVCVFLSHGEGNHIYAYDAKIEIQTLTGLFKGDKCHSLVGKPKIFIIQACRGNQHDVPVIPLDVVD
Target sequence (P55212 194-293 limits assumed): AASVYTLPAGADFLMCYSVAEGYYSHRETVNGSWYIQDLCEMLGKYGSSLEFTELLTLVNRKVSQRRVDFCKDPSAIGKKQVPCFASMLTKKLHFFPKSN
PglD DTNB = C. jejuni PglD acetyltransferase inhibitors, primary screen, biochemical, DTNB colorimetric, single point | UDP-N-acetylbacillosamine N-acetyltransferase PglD (Campylobacter jejuni) | purified PglD enzyme, DTNB colorimetric CoA detection | inhibition, % at 12.5 µM | actives 0.098% (n = 360,000); in the data active means inhibition above about 16%, passing the limit was not always enough; inconclusive means no clear call, values can overlap the other calls; further: strong numbers were not always called active
RAD54 branch = inhibitors of human RAD54 branch migration, primary screen, biochemical, fluorescence, single point. inhibition, % at 10.4 µM. actives 0.14% (n = 360,000). RAD54 Holliday junction branch migration, FAM/BHQ fluorescence. AID 602329, 2012. DNA repair and recombination protein RAD54-like (Homo sapiens), Q92698;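 active means mean normalized replicate activity at least 40 and at least half of replicates scoring 40 or more; inconclusive means only one of the two criteria met; inactive means mean below 40 and under half of replicates reaching 40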;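 further: 0% = median of neutral control wells and 100% = median of positive control wells; inhibitors cause a drop in the FAM fluorescence signal; in these data hits start at about 50%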
Active calls of the source: *; ? = inconclusive; . = not tested or not shown.

Start of the listing, in advance (2 entries):
#	compound	E-sel inducer	esBAF inh	ARNT TACC3 PPI	RAD52 anneal inh	ERp5 block	Casp6 inh	PglD DTNB	RAD54 branch
1	COc1ccccc1C(=O)NC(=O)CSc1nc(C)cs1	-1.0	-7	28	-12	3	3	-4	-4
2	C[C@@H]1CN([C@@H](C)CO)C(=O)c2cc(NC(=O)CCC(F)(F)F)ccc2O[C@@H](C)CCCCO[C@@H]1CN(C)Cc1ccncc1	-0.1	-3	-2	-10	-2	-2	-5	9

The listing (from the top)
#	compound	E-sel inducer	esBAF inh	ARNT TACC3 PPI	RAD52 anneal inh	ERp5 block	Casp6 inh	PglD DTNB	RAD54 branch
1	COc1ccccc1C(=O)NC(=O)CSc1nc(C)cs1	-1.0	-7	28	-12	3	3	-4	-4
2	C[C@@H]1CN([C@@H](C)CO)C(=O)c2cc(NC(=O)CCC(F)(F)F)ccc2O[C@@H](C)CCCCO[C@@H]1CN(C)Cc1ccncc1	-0.1	-3	-2	-10	-2	-2	-5	9
3	CC1CCC2(CC1)NC(=O)N(CC(=O)NCCc1ccccc1)C2=O (stereo unspecified)	-0.2	-2	0	-5	-1	-1	0	-3
4	CCO[C@@H]1OC(C(=O)Nc2ccccc2)=C[C@H](c2cn(C(C)=O)c3ccccc23)[C@H]1CCCO	.	.	21	9	-5	-1	4	-10
5	CC(C)(C)c1csc(NC(=O)Cc2cccs2)n1	.	.	12	-17	0	4	.	.
6	C=CCn1c(C(c2ccccc2)c2ccccc2)n[nH]c1=S	.	-2	2	.	.	.	6	12
7	CC(=O)c1ccc(NC(=O)CS(=O)(=O)c2cn(CC(=O)N3CCOCC3)c3ccccc23)cc1	.	.	-4	0	0	6	3	-6
8	COc1ccc(CCNC(=O)CCn2c(=O)oc3ccccc32)cc1OC	.	-11	-2	-2	-3	-2	-2	-5
9	CCC(=O)N1C[C@H](O)COC[C@@H]2O[C@@H](CC(=O)NCc3ccc(Oc4ccccc4)cc3)CC[C@H]21	0.8	4	5	-37	-2	-1	-2	3
10	CCCOc1ccc(-c2nc(C#N)c(NCCCn3ccnc3)o2)cc1	.	1	-5	.	.	.	3	-7
11	O=C(CCNC(=O)c1ccccc1Cl)NCCc1ccc(Cl)cc1	?	2	8	-7	4	0	3	5
12	C=CCNC(=O)CN1C(=O)C2C3c4ccccc4C(c4ccccc43)C2C1=O (stereo unspecified)	.	.	1	-24	0	0	.	.
13	O=C(Nc1ccccc1)c1ccc2snnc2c1	0.2	.	-7	-3	4	1	.	.
14	COCCN1Cc2cc(C(=O)OC)c3c(c2C1=O)c1cc(OC)ccc1n3S(C)(=O)=O	-0.2	.	.	-22	-2	0	.	.
15	C(=N\n1cnnc1)/c1ccc2ncccc2c1	.	6	0	.	.	.	-2	-11
16	O=C(NCc1ccccc1)N1CCNCC1	.	-6	-2	-1	0	-2	-6	-2
17	CC(=O)c1c(C)[nH]c(C(=O)COc2ccc3ccc(=O)oc3c2)c1C	-1.3	-1	10	-15	-3	19	.	.
18	O=S(Cc1ccccc1)CC(O)(c1ccccc1)c1ccccc1 (stereo unspecified)	.	-2	-2	.	.	.	-1	7
19	CCCCNC(=O)c1onc(CSc2cccc(Cl)c2)c1C(=O)O	0.0	-4	-4	-23	-9	17	-4	-11
20	COc1ccccc1C=NNC(=O)NN=Cc1ccccc1OC	-0.5	.	5	-15	-2	0	-9	8
21	O=C(CN1CCN(Cc2ccccc2)CC1)Nc1ccccc1	.	-7	-2	-19	0	-2	0	-5
22	Cc1ccccc1OCC(=O)Nc1sc2c(c1C#N)CC(C)(C)NC2(C)C	.	-7	-4	9	2	-5	7	-3
23	C[C@@H]1CN([C@H](C)CO)S(=O)(=O)c2ccc(C#Cc3ccc(F)cc3)cc2O[C@H]1CN(C)S(C)(=O)=O	0.0	8	12	11	-7	0	-2	5
24	CCc1ccccc1NC(=O)CN(C)C(=O)c1cccc(S(=O)(=O)N2CCCCCC2)c1	0.3	15	-4	-9	2	0	0	-13
25	CN1[C@@H]2c3ccc(-c4cccnc4)c(=O)n3C[C@@H]2[C@@H](CO)[C@@H]1C(=O)N1CCc2ccccc2C1	0.3	-2	4	-19	0	1	2	-5
26	O=C(Nc1ccc2c(c1)OCO2)c1c(Cl)nc2sccn12	.	49*	-8	.	.	.	-8	5
27	COc1ccc([C@H]2CC(=O)C[C@@H](CCn3nnc4ccccc43)O2)cc1	?	.	.	-1	2	1	.	.
28	Cc1ccnc2c1ccc1cccnc12	.	-59	63*	-6	8	-9	-1	19
29	C[C@H]1CN([C@@H](C)CO)C(=O)Cc2cc(N(C)C)ccc2O[C@@H]1CN(C)S(=O)(=O)c1ccccc1	.	0	5	6	-3	3	-3	6
30	O=C(O)c1cc(N2N=C(C(F)(F)F)/C(=C/C=C/c3ccco3)C2=O)ccc1Cl	.	.	-11	-228	16	95*	.	.
31	CCOc1ccc(C(=O)NCC(C)CN(C)C)cc1OCC (stereo unspecified)	.	4	-1	.	.	.	0	6
32	Cc1cc(C)cc(CC2CC(=O)N(c3cc(C)ccc3C)C2=O)c1 (stereo unspecified)	.	-5	-7	-10	0	1	1	-3
33	O=C(NCC[C@@H]1CC[C@H](NS(=O)(=O)Cc2ccccc2)[C@H](CO)O1)C1CC1	-0.6	1	-4	-16	0	2	2	-10
34	CC(=O)C[C@@H](O)CC(=O)[C@@H]1OC(=O)[C@H](C)CCCCc2ccccc21	.	-3	-4	-25	1	3	-1	3
35	O=S(=O)(c1ccc(Sc2nnc3ccccn23)nc1)N1CCOCC1	.	5	-4	.	.	.	-1	2
36	C[C@@H]1CN([C@@H](C)CO)S(=O)(=O)c2ccc(C#Cc3ccc(F)cc3)cc2O[C@@H]1CN(C)C	0.1	0	5	26	1	-1	-4	-5
37	COC(=O)c1cc(=O)nc(NN=Cc2ccccc2O)s1	-0.4	.	.	-22	-4	2	.	.
38	Cc1cc(=O)[nH]c(SCC(=O)Nc2ccccc2[N+](=O)[O-])n1	0.5	4	-5	-1	-5	4	6	0
39	O=C(NCc1ccco1)c1ccc(F)c(S(=O)(=O)N2CCCCC2)c1	-0.2	.	2	-16	1	-1	.	.
40	O=C(NC(=S)Nc1ccc2ncccc2c1)c1ccccc1	2.7	67*	-3	-63	0	0	0	9
41	Cc1cnc(C(=O)Nc2cccc3cccnc23)cn1	.	27	-3	.	.	.	-9	-6
42	CCn1c(C)cc(/C=C2/SC(=S)N(CC(=O)O)C2=O)c1C	-5.8	.	1	-233	-5	4	.	.
43	COC(=O)CN1C(C)=Nc2ccc(C)cc2C1c1ccccc1 (stereo unspecified)	.	.	0	-12	3	-5	.	.
44	CCOC(=O)[C@@H]1[C@H]2COc3ccccc3[C@H]2N2C(=O)N(c3ccc(C(F)(F)F)cc3)C(=O)[C@]12C	-0.2	-5	-5	-14	1	1	5	-7
45	O=C(N/N=C/c1cccnc1)c1cccc(N2CCCC2=O)c1	.	14	-2	-12	-2	-3	8	-7
46	Cc1cccc(C(=O)NC(C)C(c2cccs2)N2CCOCC2)c1 (stereo unspecified)	.	-6	-1	-21	7	-2	.	.
47	O=C(Nc1nnc(C2=COCCO2)o1)c1ccc(S(=O)(=O)N2CCCCC2)cc1	.	.	36	-35	2	11	.	.
48	O=C(NC1=NCCS1)NC12CC3CC(CC(C3)C1)C2	.	1	0	-10	5	-8	2	-6
49	Cc1ccc2c(c1)C1C[N+](C)(CC(=O)Nc3ccccc3Cl)CCC1N2C(=O)c1ccccc1Cl (stereo unspecified)	.	-3	3	24	-11	16	-5	14
50	O=S(=O)(c1ccc(F)cc1F)N1CCCN(c2ccc(C(F)(F)F)cn2)CC1	0.1	.	-4	-8	5	1	4	0
51	O=C(COC(=O)[C@@H]1CCCN1C(=O)c1cccs1)Nc1ccc(Br)cc1	5.0	3	7	-6	-11	2	-3	3
52	Cc1ccc(S(=O)(=O)NN=C2CC3CC2C2CCCC32)cc1 (stereo unspecified)	-0.3	.	.	-8	2	1	.	.
53	C[C@H](O)C#Cc1ccc2c(c1)O[C@@H](CN(C)C(=O)CN(C)C)[C@H](C)CN([C@@H](C)CO)S2(=O)=O	-0.2	-4	-9	-1	-4	-2	-1	-1
54	c1cc2c3c(cccc3c1)NC1(CCCC1)N2	1.8	-4	-11	-5	1	0	5	1
55	COc1cc2c(C(=O)N3CCN(c4cccc(Cl)c4)CC3)cn(CC(C)C)c(=O)c2cc1OC	.	8	3	.	.	.	-3	11
56	CCOc1ccccc1OCCOc1ccc(F)cc1	.	16	3	.	.	.	-2	5
57	CC(Nc1nc(-c2ccc(F)cc2)cs1)c1nc2cc(Cl)c(N3CCCCC3)cc2n1CCCO (stereo unspecified)	-0.3	-45	-9	-13	-7	-3	0	-7
58	COc1ccc(N2CCN(C(=O)CSc3nc(C)cs3)CC2)cc1	-1.7	.	1	11	-2	2	.	.
59	O=C(/C=C/c1cccs1)NCc1ccccc1	1.4	.	7	-31	1	3	.	.
60	Cc1cc(C)n(CCNC(=O)c2ccco2)n1	0.1	-2	-3	-7	3	.	-4	-2

New compounds follow
#	compound	E-sel inducer	esBAF inh	ARNT TACC3 PPI	RAD52 anneal inh	ERp5 block	Casp6 inh	PglD DTNB	RAD54 branch
61	CCc1ccccc1NC(=O)CN1C(=O)C2CCCN2c2ncc(Cl)cc21 (stereo unspecified)	.	0	-4	.	.	.	-12	2
62	O=C(NCCO)c1nc(C(=O)c2ccccc2)c2ccccc2n1	-0.5	8	-2	-14	4	2	1	-1
63	CC(C)c1c(C(=O)N/N=C/c2ccccc2OCc2c(F)cccc2Cl)nnn1-c1nonc1N	-0.1	-16	-1	0	0	0	-1	8
64	Cc1ccc(S(=O)(=O)N2CCN(c3cc4c(cc3[N+](=O)[O-])n(C)c(=O)n4C)CC2)cc1	.	-4	4	-2	-2	-3	5	8
65	O=C(C[C@H]1CC[C@@H]2[C@H](COC[C@H](O)CN2C(=O)c2ccccc2F)O1)N1CCN(c2ccccc2)CC1	-0.1	-3	-1	-15	2	-2	2	12
66	CCCC1=C(C(=O)OCC)C(c2ccncc2)n2ncnc2N1 (stereo unspecified)	.	3	4	-13	3	0	-2	-2
67	O=C(Nc1cccc(Cl)c1)Nc1ccccc1-n1ccnc1	0.2	.	-25	-6	2	-1	-3	-7
68	C(#Cc1ccccc1)C[N+]1(CC#Cc2cccc3ccccc23)CCCC1	1.4	.	11	66*	5	-16	.	.
69	CCC1(c2ccccc2)NC(=O)N(CC(=O)Nc2cc(S(=O)(=O)N3CCCCC3)ccc2N(C)C)C1=O (stereo unspecified)	-2.2	5	7	-7	-8	1	.	.
70	O=c1[nH]c(CSc2ncnc3sccc23)nc2ccccc12	.	.	1	-53	2	0	-2	-3
71	O=C(O)c1c(-c2ccccc2)c2oc3ccccc3c2[nH]c1=O	.	-7	13	-10	4	2	5	-4
72	CCCCCOc1ccc(NC(=O)C(=O)NCCCn2ccnc2)cc1	.	6	-7	.	.	.	1	-1
73	CC(NC(=O)Cn1cc2c(n1)CCCCC2)c1ccccc1 (stereo unspecified)	0.7	-10	26	-11	3	1	3	15
74	CC(C)CC#Cc1ccc2c(c1)O[C@H](CN(C)C(=O)Nc1ccccc1F)[C@H](C)CN([C@H](C)CO)S2(=O)=O	0.4	-2	0	14	2	0	0	-1

From PubChem BioAssay
